# Screening data as filed in PubChem.
# Jurkat NFkB inh = lowers PMA/ionomycin-induced NF-kB signal in Jurkat cells; 0.53% of 330,000 active; PMA/ionomycin-induced NF-kB luciferase reporter, luminescence; inhibition, % at 4 µM; AID 435003
# SENP7 inh = SENP7 protease inhibition; Q9BQF6; recombinant SENP7, Z-RLRGG-aminoluciferin luminescence, 40 min; inhibition, % at 5 µM; 1.5% of 330,000 active; AID 434973;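 active means inhibition above about 50% at the single test dose, limit read from the data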;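 further: plate controls were DMSO with enzyme for no effect and no enzyme buffer wells for full effect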
# Target sequence (Q9BQF6 706-1050 limits assumed): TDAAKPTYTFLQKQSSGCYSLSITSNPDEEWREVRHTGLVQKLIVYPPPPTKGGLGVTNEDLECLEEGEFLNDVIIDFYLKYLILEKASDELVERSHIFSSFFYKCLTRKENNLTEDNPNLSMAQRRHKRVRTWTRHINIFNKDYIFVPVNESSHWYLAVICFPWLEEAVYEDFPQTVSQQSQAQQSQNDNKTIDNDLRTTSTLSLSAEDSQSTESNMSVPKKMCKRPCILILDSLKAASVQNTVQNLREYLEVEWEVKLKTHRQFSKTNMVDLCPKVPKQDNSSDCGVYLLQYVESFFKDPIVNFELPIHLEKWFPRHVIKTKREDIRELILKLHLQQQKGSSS
# Apaf1 inhib = inhibitors of human Apaf-1 apoptosome; O14727; reconstituted apoptosome caspase-3 activity, DEVD-Rh110 fluorescence; inhibition, % at 20 µM; 0.71% of 330,000 active; active means inhibition of at least 40% at 20 µM;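 further: plate controls were DMSO wells for no effect and DEVD-CHO caspase inhibitor wells for full effect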
#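 Material: reconstituted apoptosome with Apaf-1, cytochrome c, caspase-9, procaspase-3, dATP; medium: pH 7.5 Hepes buffer with CHAPS, BSA, DTT; also added: cytochrome c and DEVD-Rh110 substrate; timing: 30 min plus 50 min, RT; signal: Rh110 fluorescence intensity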
# 697 NFkB inh = inhibitors of the PMA/ionomycin-induced NF-kB reporter in 697 B cells; 697 B-cell NF-kB luciferase reporter, 16 h; inhibition, % at 4 µM; 0.33% of 330,000 active; in the data active means inhibition above about 35%
# UBC13 inh = human UBC13 polyubiquitination inhibition. 0.47% of 330,000 active. inhibition, % at 20 µM. P61088. UBC13 polyubiquitin chain formation, TR-FRET; in the data active means inhibition above about 45%, passing the limit was not always enough
# Target sequence (P61088 whole entry, looked up): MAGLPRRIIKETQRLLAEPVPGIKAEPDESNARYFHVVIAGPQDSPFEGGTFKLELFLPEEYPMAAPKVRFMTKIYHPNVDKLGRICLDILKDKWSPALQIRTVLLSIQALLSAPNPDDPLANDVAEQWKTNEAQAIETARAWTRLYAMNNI
# SENP8 inh = inhibitors of human SENP8 protease | 1.2% of 330,000 active | Q96LD8 | AID 2540 | purified SENP8, Z-RLRGG-aminoluciferin cleavage, luminescence | inhibition, % at 10 µM
# Target sequence (Q96LD8 whole entry, looked up): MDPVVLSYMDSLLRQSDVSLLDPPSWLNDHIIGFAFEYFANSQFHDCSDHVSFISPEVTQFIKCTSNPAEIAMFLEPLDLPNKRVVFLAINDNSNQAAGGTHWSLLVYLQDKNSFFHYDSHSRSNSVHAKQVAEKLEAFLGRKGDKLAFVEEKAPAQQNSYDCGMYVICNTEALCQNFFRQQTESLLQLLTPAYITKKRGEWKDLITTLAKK
# Gli-Sufu block = antagonists of Gli-Sufu signaling; Sufu-KO-LIGHT fibroblasts, Gli luciferase reporter luminescence; inhibition, % at 5 µM; 0.74% of 340,000 active;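 active means inhibition above about 55%, limit read from the data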;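 further: 0% = DMSO-treated cells and 100% = wells with medium but no cells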
# HKDC1 inh = HKDC1 (human) hexokinase inhibition. Q2TB90. AID 493160. inhibition, % at 20 µM. recombinant HKDC1, G6PDH/diaphorase resazurin coupled fluorescence. 0.16% of 340,000 active;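 active means inhibition above about 35% when tested at 20 µM, limit read from the data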;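 further: plate controls were DMSO wells with enzyme for no effect and DMSO wells lacking enzyme for full effect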
#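 Material – in-house recombinant HK5 (HKDC1) enzyme · Quantity – HKDC1 at 5 µg/mL · Buffer or medium – pH 8.0 Tris buffer with 10 mM MgCl2 · Reagent – glucose with 1 mM ATP · Dosing – single 20 µM dose · Times – reaction time 90 min, room temperature, protected from light · Technique – resorufin fluorescence at 613 nm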
# * marks the source's active call; other numbers are inactive results; x = not tested or not shown. Unless noted, no stated cut-off is given here; in the data, active means inhibition above about 50%; inactive means the rest.
Structure | Jurkat NFkB inh | SENP7 inh | Apaf1 inhib | 697 NFkB inh | UBC13 inh | SENP8 inh | Gli-Sufu block | HKDC1 inh
O=C(O)C1CCCN(S(=O)(=O)Cc2ccccc2)C1 (configuration not stated) | 4 | 1 | 0 | 15 | -1 | 1 | -7 | -5
CN(C)S(=O)(=O)N1CCN(S(=O)(=O)c2ccc(F)cc2)CC1 | 16 | 5 | -9 | 11 | 2 | -2 | -6 | -6
CC(=O)NC(=O)COC(=O)c1ccc2ncsc2c1 | 8 | 5 | -5 | -18 | 6 | -2 | -1 | -9
O=C(COc1ccc(Cl)cc1)NNC(=O)c1ccc2c(=O)n3c(nc2c1)CCC3 | 11 | 3 | 0 | 13 | 6 | 5 | -11 | 2
CCOC(=O)C1CCCN(c2ncnc3c2cnn3-c2ccc(Cl)cc2)C1 (configuration not stated) | -13 | -5 | 12 | -146 | 20 | -8 | -2 | -1
Cc1cc2cc(CNS(=O)(=O)N(C)C)ccc2[nH]1 | 11 | 2 | -4 | 11 | -18 | 3 | -1 | 4
N#CCC(=O)Nc1ncc(Cc2ccccc2Cl)s1 | 1 | 11 | 15 | 27 | -1 | -2 | 0 | -2
O=C1OC(NC(=O)c2ccccc2)C(n2cc(CO)nn2)=C1Cl (configuration not stated) | -8 | -11 | 4 | -23 | -12 | -9 | 3 | -1
O=[N+]([O-])c1ccccc1S(=O)(=O)NCCSc1ccccc1 | -6 | 7 | 8 | -2 | 1 | 1 | 0 | 1
Cc1ccc(S(=O)(=O)Nc2nc3ccccc3s2)cc1 | -10 | -1 | 6 | 11 | -1 | 10 | -2 | 7
COc1ccc(C2=CC(=O)N(Nc3ccccc3)C2=O)cc1 | -10 | -4 | 14 | 16 | 0 | -5 | 3 | 2
O=C(CSc1nnnn1-c1ccccc1)N1CCc2ccccc2C1 | -6 | 5 | 16 | 8 | 4 | 5 | -6 | -1
Nc1ccc(C(=O)OCc2nc3ccccc3s2)cc1 | -3 | 21 | 0 | 13 | -8 | 11 | -39 | -5
CCOC(=O)C1CCN(C(=O)COC(=O)/C=C/c2cccc(OC)c2OC)CC1 | -11 | 0 | 5 | -17 | 0 | -2 | 3 | -5
CCCN1C2CCCC1CC(NC(=O)c1ccccc1OC)C2 (configuration not stated) | -4 | 1 | -23 | -3 | 2 | 14 | 25 | -1
Oc1ccc(O)c2c1C1c3ccccc3C2c2ccccc21 | -8 | -3 | 9 | 3 | 5 | 11 | x | x
Cc1ccc(S(=O)(=O)N(C)C)cc1NC(=O)COC(=O)/C=C/c1ccc(F)cc1 | 2 | -4 | 5 | 4 | -4 | -6 | 1 | 2
Cc1cc(NC(=O)CCCC(=O)NCc2ccccc2)no1 | -2 | 3 | -10 | 8 | 5 | 2 | 19 | -13
COc1ccc(N2CCN(CCCNC(=O)C3(S(=O)(=O)c4ccc(Cl)cc4)CC3)CC2)cc1 | 11 | 4 | 7 | 14 | 13 | -4 | 35 | -3
Cc1ccc(/C(N)=N/OC(=O)c2ccc3c(c2)OCO3)cc1 | -117 | 42 | -7 | -131 | 5 | 60* | -93 | -11
COc1ccc(N/C=C\C(=O)c2ccc3c(c2)OCO3)cc1OC | -65 | 10 | -2 | -30 | -7 | 19 | -54 | -5
Cc1ccccc1NC(=O)Cn1c(=O)sc2ccccc21 | -8 | 9 | -7 | 14 | 3 | 4 | -6 | -1
COc1cccc(CNC(=O)c2cccc(Br)c2)c1 | -1 | -6 | -9 | 8 | 12 | -5 | -8 | -6
O=C(CCc1ccccc1)NNC(=O)c1ccccc1Br | -1 | -4 | -5 | 6 | -2 | 9 | -1 | 11
CCOc1ccc(N2C(=O)c3ccccc3NC2(C)CC)cc1 (configuration not stated) | -59 | 17 | -3 | -56 | 14 | 16 | -78 | -5
COc1cc(Nc2cc(C)nc3ncnn23)cc(OC)c1 | -11 | -5 | 2 | 8 | 2 | 2 | 13 | 7
Cc1cccc(C)c1NC(=O)CNC(=O)c1c(C)nn(-c2ccccc2)c1C | 5 | 16 | -37 | 3 | -1 | 6 | -11 | -3
CC1CC(C)CN(CCOc2ccc(Cl)cc2Cl)C1 (configuration not stated) | 1 | -2 | 6 | 0 | 6 | 3 | 6 | -2
O=C(CSc1cc(Cl)ccc1Cl)NCCN1C(=O)CSC1=O | 13 | 1 | -7 | 14 | 18 | 12 | 13 | -1
CSC1=NCCN1C(=O)c1ccco1 | -13 | 7 | -1 | -6 | -10 | -9 | 11 | -3
Cc1ccc2sc(N(CCCN(C)C)C(=O)c3ccc(S(=O)(=O)N4CCOCC4)cc3)nc2c1C | 3 | -3 | 16 | 3 | 11 | 4 | 29 | 5
CC(C)(C)n1ncc2c(=O)n(CC(=O)N3CCCC3)cnc21 | -13 | -12 | -6 | -12 | -13 | -4 | 1 | -5
O=C(/C=C/c1cccc([N+](=O)[O-])c1)NCc1ccco1 | 3 | 4 | -2 | 13 | 15 | -4 | -4 | 10
Cc1c(C(=O)NCCc2ccc(Cl)cc2)sc2nc3n(c(=O)c12)CCC3 | -13 | 17 | 1 | -3 | -5 | -13 | -23 | 2
COc1ccc(/C=N/NC(=O)CN(C)S(=O)(=O)c2ccc(NC(C)=O)cc2)cc1 | -4 | -10 | -2 | 10 | -17 | -9 | 3 | 1
Cn1cc(Br)c(C(=O)N/N=C/c2cc3c(cc2Cl)OCO3)n1 | -35 | 6 | 9 | -29 | -7 | -10 | -43 | -5
CC(=O)Nc1ccc(N2C(=O)CSC2c2ccccc2)cc1 (configuration not stated) | 2 | 2 | 0 | 7 | 3 | -4 | 1 | 4
O=c1[nH]c(=O)n(Cc2ccco2)c2c1C(C(F)(F)F)(C(F)(F)F)N=C(CCC1CCCCC1)N2 | 23 | 9 | 30 | 4 | -1 | -2 | -3 | -1
CCCc1ccc(S(=O)(=O)N2CCN(C(C)C(=O)NC3CCCC3)CC2)cc1 (configuration not stated) | 12 | 1 | -1 | 3 | 2 | -2 | -3 | -6
CCc1cc2c(NCCC(=O)O)ncnc2s1 | -11 | -1 | -1 | 16 | 8 | 0 | 3 | 0
CC1(C)C2CCC(C2)C1(C)N=C1OC(CCl)CS1 (configuration not stated) | -19 | -7 | -7 | -5 | 2 | -3 | -1 | 2
CC(=O)Nc1ccc(S(=O)(=O)N[C@@H](C)C(=O)OCC(=O)NC2CCCC2)cc1 | -6 | -3 | -13 | 12 | 15 | 8 | -3 | -2
CN(C)c1ccc(CNC(=O)C2CCN(S(=O)(=O)c3ccc4c(c3)oc(=O)n4C)CC2)cc1 | 5 | -1 | -10 | 4 | -1 | 1 | -5 | -3
Cc1ccc(C)c(CN2CCC(CNC(=O)CCc3nnc4ccc(N5CCCCC5)nn34)CC2)c1 | 7 | -1 | 6 | 4 | 7 | 3 | 24 | -4
COc1ccc(CC(=O)NNC(=O)c2cc(C)oc2C)cc1OC | -5 | 8 | -3 | -28 | 0 | -4 | -3 | -7
Cc1nc(N2CCN(C(=O)c3ccco3)CC2)c2c3c(sc2n1)CCCC3 | 13 | 6 | 6 | 3 | 6 | -2 | 16 | 6
Cc1nc(N2CCN(c3ccccc3)CC2)[nH]c(=O)c1C | -4 | 6 | 4 | 10 | -5 | -5 | 9 | -5
N#C/C(=C\c1ccc(F)c(Cl)c1)S(=O)(=O)c1ccccn1 | -2 | 6 | -9 | 16 | -1 | -1 | -7 | 8
COC(=O)COc1ccc(=O)n(-c2ccccc2)n1 | -12 | 14 | -2 | 10 | -1 | 4 | 2 | -4
CCC(C)(c1ccc(C(=O)OC)s1)c1ccc(C(=O)OC)s1 | -28 | -1 | 24 | -10 | -20 | -7 | 3 | 4

# More entries.
Structure | Jurkat NFkB inh | SENP7 inh | Apaf1 inhib | 697 NFkB inh | UBC13 inh | SENP8 inh | Gli-Sufu block | HKDC1 inh
c1cncc(-c2nc3cc4ccccc4cc3[nH]2)c1 | -142 | 1 | -14 | -198 | -10 | 89* | -101 | -8
CC(C)(C)c1ccc(C(=O)NNC(=O)CNC(=O)c2cccs2)cc1 | -7 | -7 | 13 | 0 | -8 | -6 | -6 | 1
CCN(CC)C(=O)c1ccccc1NC(=O)c1cccc(S(=O)(=O)N(CC)CC)c1 | -1 | -4 | 4 | -48 | -13 | -17 | -4 | 4
Cc1cc(Nc2ccc3c(c2)OCCO3)c2ccccc2n1 | 8 | 3 | -2 | -18 | 2 | 2 | 8 | -6
C=CCOC(=O)c1ccc(-n2cnc(C)n2)nc1 | -23 | 11 | -4 | -8 | -3 | 5 | -1 | -6
Cc1ccc(N2C(=O)CC(C)CC2=O)cc1 | -19 | 1 | -4 | 3 | 1 | 5 | 6 | -3
O=S(=O)(NCCSCc1ccc(Cl)c(Cl)c1)c1ccc2c(c1)OCCO2 | 15 | -4 | 16 | 15 | 8 | -3 | 0 | 1
COc1ccc(CNC(=O)CN(c2cccc([N+](=O)[O-])c2)S(C)(=O)=O)cc1 | -1 | 5 | -6 | -4 | -6 | 5 | -1 | -10
Cc1cc(C)cc(NC(=O)CS(=O)(=O)c2cccc3nsnc23)c1 | 4 | -2 | 15 | 3 | -5 | -9 | -33 | 9
CN(CC(=O)Nc1c(Cl)cccc1Cl)C(=O)Cc1cccs1 | -5 | 0 | -12 | 10 | 3 | 0 | -10 | 4
OC(COc1ccccc1)CN1CCN(CC(O)COc2ccccc2)CC1 (configuration not stated) | 3 | 8 | 4 | -2 | 4 | -4 | 10 | -12
O=C(c1ccc2c3n(nc2c1)-c1ccc(Cl)cc1CO3)N1CCCCC1 | -89 | 84* | 10 | -74 | -8 | 86* | -47 | 7
Cc1nc2nc(SCC(=O)NCCCN3CCOCC3)nn2c(C)c1Cc1ccccc1 | -3 | 8 | -13 | 9 | 10 | -2 | 2 | -7
CC(C)n1nc(C(=O)Oc2cc(Cl)ccc2Cl)c2ccccc2c1=O | 1 | -2 | 5 | -21 | -3 | -1 | -1 | 5
CC(C)CCNC(=O)C1CCN(S(=O)(=O)c2ccc3c(c2)CCC(=O)N3)CC1 | -10 | -11 | -2 | 13 | -2 | -10 | 3 | 1
COC(=O)C(C)Sc1nc2ccsc2c(=O)n1Cc1ccccc1 (configuration not stated) | -6 | 10 | 9 | 10 | 13 | 3 | -15 | 0
Cc1cc(Cl)ccc1NC(=O)CN1C(=O)NC2(CCCC2)C1=O | 9 | 6 | -3 | 4 | 0 | 5 | -13 | 5

# Given with values under each structure: part of the list above.
# Order of results: Jurkat NFkB inh	SENP7 inh	Apaf1 inhib	697 NFkB inh	UBC13 inh	SENP8 inh	Gli-Sufu block	HKDC1 inh
CC(C)(C)c1ccc(C(=O)NNC(=O)CNC(=O)c2cccs2)cc1
→ -7	-7	13	0	-8	-6	-6	1
CCN(CC)C(=O)c1ccccc1NC(=O)c1cccc(S(=O)(=O)N(CC)CC)c1
→ -1	-4	4	-48	-13	-17	-4	4
Cc1cc(Nc2ccc3c(c2)OCCO3)c2ccccc2n1
→ 8	3	-2	-18	2	2	8	-6
C=CCOC(=O)c1ccc(-n2cnc(C)n2)nc1
→ -23	11	-4	-8	-3	5	-1	-6
Cc1ccc(N2C(=O)CC(C)CC2=O)cc1
→ -19	1	-4	3	1	5	6	-3
O=S(=O)(NCCSCc1ccc(Cl)c(Cl)c1)c1ccc2c(c1)OCCO2
→ 15	-4	16	15	8	-3	0	1
COc1ccc(CNC(=O)CN(c2cccc([N+](=O)[O-])c2)S(C)(=O)=O)cc1
→ -1	5	-6	-4	-6	5	-1	-10
Cc1cc(C)cc(NC(=O)CS(=O)(=O)c2cccc3nsnc23)c1
→ 4	-2	15	3	-5	-9	-33	9
CN(CC(=O)Nc1c(Cl)cccc1Cl)C(=O)Cc1cccs1
→ -5	0	-12	10	3	0	-10	4
OC(COc1ccccc1)CN1CCN(CC(O)COc2ccccc2)CC1 (configuration not stated)
→ 3	8	4	-2	4	-4	10	-12
O=C(c1ccc2c3n(nc2c1)-c1ccc(Cl)cc1CO3)N1CCCCC1
→ -89	84*	10	-74	-8	86*	-47	7
Cc1nc2nc(SCC(=O)NCCCN3CCOCC3)nn2c(C)c1Cc1ccccc1
→ -3	8	-13	9	10	-2	2	-7
CC(C)n1nc(C(=O)Oc2cc(Cl)ccc2Cl)c2ccccc2c1=O
→ 1	-2	5	-21	-3	-1	-1	5
CC(C)CCNC(=O)C1CCN(S(=O)(=O)c2ccc3c(c2)CCC(=O)N3)CC1
→ -10	-11	-2	13	-2	-10	3	1
